Assay outcomes (PubChem BioAssay)
CDK5 inh: inhibitors of human CDK5/p35 kinase, primary screen, biochemical, single concentration; Cyclin-dependent kinase 5 (Homo sapiens) + Cyclin-dependent kinase 5 activator 1 (Homo …; Recombinant CDK5/p35, ADP-Glo luminescence, 60 min; inhibition, % at 10 µM; 0.01% of 330,000 active; AID 488839, 2010;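 active = highest replicate inhibition of at least 50% and at least 75% of replicates reaching 50%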;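 note: plate controls were DMSO neutral control for no effect and GW8510 at 10 µM for full effect; many of its hits are not listed in these tables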
CAL PDZ FP-1: CAL PDZ peptide-binding inhibitors, primary screen, biochemical, fluorescence polarization, Cer-tagged CAL PDZ, HTS | AID 504414, 2011 | 0.02% of 330,000 active | purified CAL PDZ, TMR-peptide fluorescence polarization, 1 h | inhibition, % at 20 µM | Golgi-associated PDZ and coiled-coil motif-containing protein (Homo sapiens), Q9HD26;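 active = highest replicate inhibition of at least 40%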;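 note: plate controls were DMSO neutral control wells for no effect and unlabeled competitor peptide control wells for full effect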
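Test system: tagged CAL PDZ domain / Buffer or medium: sodium phosphate/NaCl buffer pH 7.4 with TCEP, IgG, Thesit / Reagent: TMR-labelled reporter peptide T*-PRC34 bound in PDZ groove / Compound dosing: single point, 20 µM / Schedule: 1 h incubation at room temperature before polarization reading / Technique: fluorescence polarization (mP) / Benchmarks: unlabelled peptide, DMSO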
Rtt109 HAT inh: inhibitors of C. albicans Rtt109/Vps75 HAT, primary screen, biochemical, ThioGlo CoA-SH fluorescence, plate reader; purified Rtt109/Vps75, 4 h; inhibition, % at 34.9 µM; Histone acetyltransferase RTT109 (Candida albicans (strain SC5314 / ATCC MYA-2876)), …; 0.16% of 330,000 active;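 active = inhibition of at least 50% in every replicate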
Target sequence (Q5AAJ8 whole entry, looked up): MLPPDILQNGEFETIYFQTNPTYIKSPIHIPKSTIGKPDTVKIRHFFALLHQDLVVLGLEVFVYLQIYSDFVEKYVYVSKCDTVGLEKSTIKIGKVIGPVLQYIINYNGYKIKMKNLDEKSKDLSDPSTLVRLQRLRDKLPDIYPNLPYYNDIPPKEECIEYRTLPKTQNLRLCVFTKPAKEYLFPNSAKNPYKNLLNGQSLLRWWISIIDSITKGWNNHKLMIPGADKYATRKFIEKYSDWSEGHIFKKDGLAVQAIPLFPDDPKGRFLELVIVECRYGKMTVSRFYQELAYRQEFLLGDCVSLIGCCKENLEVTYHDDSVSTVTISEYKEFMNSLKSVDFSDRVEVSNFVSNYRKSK
CAL PDZ FP-2: untagged CAL PDZ binding inhibitors, primary screen, biochemical, fluorescence polarization, HTS | Golgi-associated PDZ and coiled-coil motif-containing protein (Homo sapiens), Q9HD26 | purified CAL PDZ, TMR-peptide fluorescence polarization, 1 h | 0.92% of 300,000 active | inhibition, % at 24.9 µM | AID 602252, 2012;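 active = mean inhibition of at least 30% with at least half of replicates also reaching 30%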;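 note: 0% = DMSO neutral control and 100% = excess unlabeled competitor peptide PRC23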
cardiac RTF act: cardiac RTF calcium sensitivity activators, primary screen, biochemical, IANBD-TnC fluorescence, EC20 calcium; Troponin I, cardiac muscle (Homo sapiens) + Troponin T, cardiac muscle (Homo sapiens) + …; IANBD-labeled TnC RTF fluorescence at EC20 calcium; 0% EC20 calcium, 100% full calcium; activation, % at 7.2 µM; 0.24% of 340,000 active; AID 493008, 2010;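 active = activation above the mean over all tested compounds plus 3 SD, cut at about 30% in these data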;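 note: rise in fluorescence read as greater calcium sensitivity of cardiac thin filaments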
dFosB activator: activators of delta FosB homodimer, primary screen, biochemical, fluorescence polarization, TAMRA-CDK5 oligo, single point; activation, % at 25 µM; purified delta FosB; percent of positive-control signal above neutral wells; 0.99% of 340,000 active; AID 493131, 2011;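 active = mean activation above about 17%, with every replicate also reaching it, limit read from the data, passing the limit was not always enough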;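 note: fluorescence polarization rise as delta FosB binds a TAMRA Cdk5 AP-1 oligo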
Target sequence (P13346 whole entry, looked up): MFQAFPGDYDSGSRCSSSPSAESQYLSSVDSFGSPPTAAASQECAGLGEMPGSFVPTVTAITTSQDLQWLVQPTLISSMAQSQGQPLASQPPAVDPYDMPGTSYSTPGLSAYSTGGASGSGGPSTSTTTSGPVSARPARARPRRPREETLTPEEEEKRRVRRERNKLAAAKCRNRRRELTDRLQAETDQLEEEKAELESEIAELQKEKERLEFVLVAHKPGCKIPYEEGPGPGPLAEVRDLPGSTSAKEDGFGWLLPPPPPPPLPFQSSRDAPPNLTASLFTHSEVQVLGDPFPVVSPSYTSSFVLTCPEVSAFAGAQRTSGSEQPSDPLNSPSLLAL
V-ATPase pH: regulators of yeast V-ATPase proton pumping, primary screen, pHLuorin cytosolic pH fluorescence. response, % at 10 µM. S. cerevisiae. 0.37% of 350,000 active; in the data active = response mostly above about 7.3%, no sharp cut-off; inactive = mostly below about 5.4%; note: actives read high; inactives centre near 0; some compounds called inactive have numbers as strong as hits
MITF TRPM1 HTS: activators of MITF-driven TRPM1 promoter reporter, primary screen, cell-based, SK-MEL-5, luciferase, single point. AID 588334, 2011. SK-MEL-5 TRPM1-promoter luciferase, 24 h; % of positive control, neutral wells = 0. 0.75% of 300,000 active. activation, % at 12.5 µM;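 active = mean activation of at least 80% with every replicate also reaching 80%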;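 note: 0% = neutral control wells and 100% = parthenolide positive control wells; values of inactives mirror those of a sister screen read the other way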
Tat export inh: E. coli Tat export inhibitors, primary screen, MC4100, TorA-mCherry reporter, fluorescence, single point; AID 488895, 2010; 0.036% of 340,000 active; inhibition, % at 10 µM;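 active = mean replicate inhibition at least 50% and at least half of replicates individually reaching 50%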;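 note: exported cargo escapes ClpAP degradation while cytoplasmic cargo is degraded and loses fluorescence; 0% = median of neutral control wells and 100% = median of NaSCN control wells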
Wnt bcat act: Wnt/beta-catenin pathway activators, primary screen, cell-based, plate reader, single point; 1.2% of 300,000 active; activation, % at 9.35 µM; Wnt/beta-catenin reporter cell assay, activator; in the data active = activation above about 30%, passing the limit was not always enough;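 note: 0% = neutral control wells and 100% = positive control wells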
Active calls of the source: *; · = no result given.

SMILES | CDK5 inh | CAL PDZ FP-1 | Rtt109 HAT inh | CAL PDZ FP-2 | cardiac RTF act | dFosB activator | V-ATPase pH | MITF TRPM1 HTS | Tat export inh | Wnt bcat act
COc1ccc(OC)c(N(CC(=O)NC2CC3CCC2C3)S(=O)(=O)c2ccccc2)c1 (stereo not given) | -3.2 | -1.0 | 2 | -1 | -6 | 0 | 5 | -7 | 3 | 3
Cc1nc2sccn2c(=O)c1S(=O)(=O)Nc1cccc(Cl)c1C | 1.5 | -0.9 | 0 | · | -5 | -12 | -1 | · | -2 | -4
COc1ccc(-n2c(Cc3cccn3C)nnc2SCC(=O)Nc2ccc(C)c(Cl)c2)cc1 | -0.8 | -0.9 | -9 | 0 | -4 | 4 | 2 | -2 | 3 | -4
COc1cc(/C=C2/C(=N)N3C=CSC3=NC2=O)ccc1OCCCOc1c(C)cccc1C | 0.0 | -1.5 | -16 | -4 | 3 | -8 | -2 | 11 | -2 | -1
CC(=O)N1c2ccccc2C2(C)C(C1(C)C)C2(Cl)Cl (stereo not given) | 1.6 | -2.8 | -1 | 2 | 0 | -3 | 1 | 3 | -4 | -1
CCOc1ccc(NC(=O)NCCCSC2CCCCC2)cc1 | -2.9 | 0.3 | -1 | -1 | 1 | 0 | 3 | 8 | -1 | ·
O=S(=O)(c1ccccc1)c1nc(-c2ccccc2)oc1N1CCOCC1 | -1.5 | -1.1 | -11 | -1 | 8 | -4 | -3 | 4 | -3 | 1
O=C(NC(=S)Nc1ccccc1N1CCOCC1)c1cccc([N+](=O)[O-])c1 | -0.2 | -2.3 | -1 | -2 | -1 | -10 | -1 | -3 | 9 | -2
CN1CCN(c2c([N+](=O)[O-])cnc3ccccc23)CC1 | 0.5 | -1.0 | -25 | -3 | 2 | -1 | 2 | -1 | -2 | 0
COc1ccc(C(=O)Cn2cc([N+](=O)[O-])nc2C)cc1 | 1.2 | -2.7 | 1 | 0 | 8 | -6 | 4 | 2 | 7 | -2
CC(=O)N[C@H]1[C@H](OCc2ccccc2F)O[C@H](COC(C)=O)[C@@H](OC(C)=O)[C@@H]1OC(C)=O | -0.7 | -0.7 | 5 | 7 | 0 | 0 | 5 | -5 | -1 | 0
CC1CCN(CC(=O)Nc2nn(-c3ccccc3)nc2C(N)=O)CC1 | -0.4 | -1.7 | -11 | 0 | 5 | -5 | -1 | -4 | 2 | 1
CN1CCCN(C(=O)CNC(=O)c2ccccc2F)CC1 | -2.3 | -4.8 | -3 | -3 | 0 | -8 | -5 | 19 | 6 | 1
Cc1ccc(C)n1-c1ccc(N2CCOCC2)nc1 | 2.2 | -2.2 | 0 | · | 10 | -8 | 0 | 0 | 0 | -3
CC(SCc1ccc(C(=O)O)o1)c1ccc(C(=O)O)o1 (stereo not given) | 0.7 | -1.1 | -2 | -2 | 1 | -9 | 1 | 10 | 5 | 1
Cc1c(Br)c(C(F)(F)F)nn1CC(=O)N1CCCC1 | -1.6 | -1.2 | 4 | -1 | 0 | -3 | -2 | -1 | -2 | ·
O=C(NC12CC3CC(CC(C3)C1)C2)C1=COCCO1 | 0.4 | -0.7 | 3 | -6 | 3 | -11 | 2 | 1 | -5 | ·
CCN1CCC(NC(=O)Nc2ccc(F)cc2)CC1 | -4.0 | -3.3 | -2 | 0 | -6 | 5 | 1 | 8 | 6 | 0
CN1CCN(C(=O)c2cn(C)c3ccc(S(=O)(=O)N(C)C4CCCCC4)cc3c2=O)CC1 | 4.6 | -0.2 | -2 | -2 | 1 | -11 | 0 | 0 | -3 | -3
COc1ccccc1N1CCN(C2CCCN(C(=O)c3cccc(-c4ccco4)c3)C2)CC1 (stereo not given) | 0.3 | -1.1 | 18 | -3 | -8 | -5 | 0 | -13 | -4 | 1
COc1ccccc1CNc1ccc(C(=O)O)cc1 | 1.6 | 1.0 | -1 | -9 | 0 | 0 | 2 | -6 | -7 | -1
CC(C)(NC(=O)NC(CO)c1ccccc1)c1cccc(C(C)(C)NC(=O)NC(CO)c2ccccc2)c1 (stereo not given) | 0.6 | -0.8 | 10 | 1 | 7 | -12 | -2 | -4 | -2 | 2
CC(=O)OCC(=O)Nc1cc(S(=O)(=O)N2CCCCCC2)ccc1Cl | -1.1 | -2.4 | -8 | -4 | -2 | -3 | 1 | 4 | -5 | -1
CN(C(=O)c1ccccc1OCc1ccc(Cl)cc1)c1ccccc1 | -2.1 | 0.5 | 2 | -1 | 0 | -18 | 2 | -10 | 30 | -1
O=[N+]([O-])c1ccccc1S(=O)(=O)Oc1ccc(/C=N/n2cnnc2)cc1 | -0.2 | -2.3 | 5 | -3 | -5 | -5 | -1 | 7 | -2 | ·
(cont.)
SMILES | CDK5 inh | CAL PDZ FP-1 | Rtt109 HAT inh | CAL PDZ FP-2 | cardiac RTF act | dFosB activator | V-ATPase pH | MITF TRPM1 HTS | Tat export inh | Wnt bcat act
COc1cccc(C2C(C(C)=O)=C(C)Nc3ncnn32)c1 (stereo not given) | 0.3 | -0.9 | 1 | -3 | -5 | 4 | -3 | -4 | 4 | ·
CCc1cc(C(=O)N(CC)CC(=O)Nc2ccc(OC)cc2)sc1C | -1.6 | -5.4 | -2 | 2 | 0 | -13 | 2 | 7 | 7 | 2
Cc1ncc(CN2CCCC(C(=O)Nc3ccc(-c4cccc(F)c4)cc3)C2)n1C (stereo not given) | 1.1 | -3.4 | 3 | 0 | 1 | 5 | 1 | -5 | -8 | 0
CCCCN1C(=O)NC(c2cccc([N+](=O)[O-])c2)C(C(=O)OCC)=C1C (stereo not given) | 1.0 | 0.5 | -6 | 0 | -4 | -3 | -1 | 4 | 4 | -3
O=C(CCN1C(=O)/C(=C/c2ccccc2)SC1=S)NCCCN1CCOCC1 | 0.0 | -2.0 | 4 | -5 | -1 | -6 | 0 | 10 | -9 | -4
Nn1c(SCC(=O)Nc2ccc(F)cc2)nnc1C1CCCCC1 | -4.9 | -0.1 | -4 | · | 1 | -6 | 0 | -11 | -1 | ·
CCc1cc(CC)c(/C=N/NC(N)=O)c(CC)c1/C=N/NC(N)=O | -2.0 | -1.3 | 6 | -1 | 6 | -10 | 1 | -13 | -11 | -1
CCOc1ccc2cc(/C=C/C(=O)c3ccco3)c(Cl)nc2c1 | -1.0 | · | -15 | -4 | 19 | -11 | -4 | · | -6 | ·
CC1(C)Cc2nc(Cl)c(C(=O)O)cc2CO1 | -2.3 | -0.8 | 25 | 5 | · | 0 | 3 | 6 | -3 | -1
Cn1c(C(O)C(O)c2ccccc2)nc2ccccc21 (stereo not given) | -7.4 | -2.3 | 4 | -3 | -1 | -2 | 0 | -10 | -2 | -4
O=C(Cn1nnc(-c2ccc(F)cc2)n1)OCC(=O)c1ccccc1 | -2.7 | -0.4 | -9 | · | 5 | -2 | -3 | -5 | -1 | 1
Cc1ccc(C(=O)NNC(=O)C2CCN(c3ncccn3)CC2)cc1 | -0.5 | -1.2 | 8 | -2 | -4 | -8 | -5 | 0 | 5 | -2
CC(=O)Nc1cccc(-c2nc3ccc(NC(C)=O)cc3[nH]2)c1 | 0.0 | -2.2 | 0 | -5 | 0 | 3 | -1 | -10 | -1 | ·
COc1cccc(NC(=O)C2(S(=O)(=O)c3ccc(Cl)cc3)CC2)c1 | 0.3 | -2.2 | -4 | -3 | -1 | -9 | 2 | 11 | -14 | 6
O=C(CN1C(=O)/C(=C\c2ccc(F)cc2)Oc2ccccc21)NCc1ccco1 | 0.8 | 0.1 | 16 | · | 5 | -2 | -2 | 0 | 7 | ·
CCC(CC)c1nnc(NC(=O)[C@@H](NC(=O)c2cccc(C)c2)C(C)C)s1 | -1.5 | -0.9 | 0 | 15 | -2 | -4 | -3 | -3 | 10 | -2
Cc1ccc(S(=O)(=O)N/N=C\C=C\c2ccccc2)cc1 | -1.6 | -1.8 | 51* | -2 | -19 | -10 | 6 | 9 | -4 | -1
COc1ccccc1-n1nnnc1SCC(=O)Nc1cc(C)on1 | -1.7 | 1.1 | -4 | -1 | -6 | 2 | 2 | -7 | -1 | -1
Cc1ccccc1OCCSc1nnc(-c2cccnc2)n1N | 1.2 | -0.7 | 7 | 3 | -4 | 1 | 8 | -10 | -1 | -5
Nc1ccccc1NC(=O)CCn1c(=S)[nH]c2ccccc2c1=O | -0.6 | -1.9 | 1 | -2 | -1 | 10 | -3 | -2 | -4 | 6
O=S(=O)(N1CCCCC1)N1CCN(S(=O)(=O)N2CCCCC2)CC1 | -0.1 | -0.4 | 4 | · | -3 | 3 | 1 | · | 5 | -3
C#CC1(O)CCC2C3CCc4cc(O)cc(C)c4C3CCC21C (stereo not given) | -4.6 | -0.8 | -2 | · | -1 | -6 | 1 | 6 | 16 | -3
CCOc1ccc(S(=O)(=O)N2CCN(Cc3ccccc3)CC2)c2cccnc12 | -0.8 | -2.4 | 8 | 3 | -2 | -16 | 3 | -1 | -6 | ·
CCCCOC(=O)/C(=C/C=C/c1ccccc1)NC(=O)c1ccccc1 | -1.6 | -1.2 | 3 | 3 | · | -1 | 2 | 9 | 4 | 6
COc1ccc(CNC(=O)C(=O)NCC2CCCN2S(=O)(=O)c2ccccc2)cc1 (stereo not given) | 0.0 | -0.7 | 5 | -2 | -1 | 0 | 0 | -4 | 2 | -3
Following part.
SMILES | CDK5 inh | CAL PDZ FP-1 | Rtt109 HAT inh | CAL PDZ FP-2 | cardiac RTF act | dFosB activator | V-ATPase pH | MITF TRPM1 HTS | Tat export inh | Wnt bcat act
Cc1ccc(CSc2nnc(Nc3ccc(C)cc3)s2)cc1 | -2.6 | -0.3 | 2 | 1 | 6 | -8 | 9 | · | 2 | ·
CCOC(=O)Nc1ccc2c(c1)N(C(=O)CCN1CCOCC1)c1ccccc1S2=O (stereo not given) | -1.1 | 0.3 | -4 | -2 | 4 | 4 | 2 | · | -3 | -12
CN(C)CCC(O)(c1ccccc1)c1ccccc1 | 2.0 | -1.9 | -2 | -4 | 1 | -2 | -2 | 2 | -7 | ·
Cc1cccc(CN2C[C@]34CC[C@@H](C[C@@H]3S2(=O)=O)O4)c1 | -2.1 | -0.1 | -3 | -1 | -2 | 0 | 0 | · | -15 | 0
Cc1ccc(S(=O)(=O)N2CCOCC2)cc1C(=O)N1C(=O)c2cccc(N)c2C1=O | -0.2 | · | -5 | -14 | 22 | -9 | 3 | · | -7 | ·
CNCc1ccccc1OCc1ccc(F)cc1 | 0.5 | -2.5 | · | -2 | -3 | 5 | 2 | -4 | -3 | -2
